Source: PubChem BioAssay (National Center for Advancing Translational Sciences (NCATS))
APE1 inh = qHTS Assay for Inhibitors of the Human Apurinic/apyrimidinic Endonuclease 1 (APE1). DNA repair nuclease/redox regulator APEX1 (Homo sapiens), P27695. recombinant APE1, TAMRA/BHQ-2 abasic DNA cleavage fluorescence. Potency, µM (top dose mostly 65.8 µM), without a hit: at the top dose activity change, negative = inhibition, actives largely listed as inhibitors. 0.35% of 350,000 active. AID 2517, 2012;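 note: plate controls were vehicle for no effect and reference inhibitor for full effect; nearly all actives have a fitted effect of over 55% in size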
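Incision of a quenched TAMRA/BHQ-2 THF abasic-site duplex (50 nM) by 0.75 nM APE1, after 15 min compound preincubation, measured as fluorescence increase over three 60 s reads. Values normalized to buffer, DMSO and NSC13755 control wells.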
G9a block = qHTS Assay for Inhibitors of Histone Lysine Methyltransferase G9a. G9a H3K9 monomethylation, AlphaScreen, 2 h. Potency, µM (titrated, usually from 102 µM), without a hit: top-dose activity, negative = inhibition, most hits filed as inhibitors. 8.8% of 350,000 active; note: % is set by controls: 0 for no effect and ±100 for the full control effect; nearly all actives have a fitted effect of over 75% in size
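G9a (20 nM) preincubated 15 min RT with compounds, then 500 nM biotinylated H3K9 peptide and 20 uM SAM added; 2 h RT reaction. Monomethyl-H3K9 product detected by AlphaScreen with anti-H3K9me1 antibody, streptavidin donor and anti-rabbit IgG acceptor beads.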
POLK inh = qHTS for Inhibitors of Polymerase Kappa | purified Pol kappa, fluorescent DNA synthesis assay, 10 min | Potency, µM (titrated, usually from 107 µM), for the others: at the highest dose activity, negative = inhibition, hits mostly inhibitors | 0.53% of 400,000 active | AID 588579, 2011; note: % is set by controls: 0 for no effect and ±100 for the full control effect
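50 nM final substrate added after 15 min RT preincubation of 10 nM Pol kappa with compound; fluorescence read at 0 and 10 min.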
Pol eta inh = qHTS for Inhibitors of Polymerase Eta | DNA polymerase eta (Homo sapiens), Q9Y253 | recombinant Pol eta, fluorescent DNA replication assay | Potency, µM (doses to about 114 µM), for the others: top-dose activity change, negative = inhibition, actives largely listed as inhibitors | 1.2% of 390,000 active; note: % is set by controls: 0 for no effect and ±100 for the full control effect
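Fluorescent replication assay: 50 nM final substrate added after a 15 min room-temperature compound preincubation with 10 nM enzyme. Signal taken at 0 min and again at 10 min.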
BLM helicase inh = qHTS Assay for Inhibitors of Bloom's syndrome helicase (BLM); RecQ-like DNA helicase BLM (Homo sapiens), P54132; recombinant BLM DNA unwinding, fluorescence dequenching; Potency, µM (series often up to 56.1 µM), for the others: top-dose activity change, negative = inhibition, usual class: inhibitors; 0.2% of 350,000 active; AID 2528, 2010;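 note: plate controls were vehicle for no effect and no enzyme for full effect; nearly all actives have a fitted effect of over 35% in size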
Target sequence (P54132 whole entry, looked up): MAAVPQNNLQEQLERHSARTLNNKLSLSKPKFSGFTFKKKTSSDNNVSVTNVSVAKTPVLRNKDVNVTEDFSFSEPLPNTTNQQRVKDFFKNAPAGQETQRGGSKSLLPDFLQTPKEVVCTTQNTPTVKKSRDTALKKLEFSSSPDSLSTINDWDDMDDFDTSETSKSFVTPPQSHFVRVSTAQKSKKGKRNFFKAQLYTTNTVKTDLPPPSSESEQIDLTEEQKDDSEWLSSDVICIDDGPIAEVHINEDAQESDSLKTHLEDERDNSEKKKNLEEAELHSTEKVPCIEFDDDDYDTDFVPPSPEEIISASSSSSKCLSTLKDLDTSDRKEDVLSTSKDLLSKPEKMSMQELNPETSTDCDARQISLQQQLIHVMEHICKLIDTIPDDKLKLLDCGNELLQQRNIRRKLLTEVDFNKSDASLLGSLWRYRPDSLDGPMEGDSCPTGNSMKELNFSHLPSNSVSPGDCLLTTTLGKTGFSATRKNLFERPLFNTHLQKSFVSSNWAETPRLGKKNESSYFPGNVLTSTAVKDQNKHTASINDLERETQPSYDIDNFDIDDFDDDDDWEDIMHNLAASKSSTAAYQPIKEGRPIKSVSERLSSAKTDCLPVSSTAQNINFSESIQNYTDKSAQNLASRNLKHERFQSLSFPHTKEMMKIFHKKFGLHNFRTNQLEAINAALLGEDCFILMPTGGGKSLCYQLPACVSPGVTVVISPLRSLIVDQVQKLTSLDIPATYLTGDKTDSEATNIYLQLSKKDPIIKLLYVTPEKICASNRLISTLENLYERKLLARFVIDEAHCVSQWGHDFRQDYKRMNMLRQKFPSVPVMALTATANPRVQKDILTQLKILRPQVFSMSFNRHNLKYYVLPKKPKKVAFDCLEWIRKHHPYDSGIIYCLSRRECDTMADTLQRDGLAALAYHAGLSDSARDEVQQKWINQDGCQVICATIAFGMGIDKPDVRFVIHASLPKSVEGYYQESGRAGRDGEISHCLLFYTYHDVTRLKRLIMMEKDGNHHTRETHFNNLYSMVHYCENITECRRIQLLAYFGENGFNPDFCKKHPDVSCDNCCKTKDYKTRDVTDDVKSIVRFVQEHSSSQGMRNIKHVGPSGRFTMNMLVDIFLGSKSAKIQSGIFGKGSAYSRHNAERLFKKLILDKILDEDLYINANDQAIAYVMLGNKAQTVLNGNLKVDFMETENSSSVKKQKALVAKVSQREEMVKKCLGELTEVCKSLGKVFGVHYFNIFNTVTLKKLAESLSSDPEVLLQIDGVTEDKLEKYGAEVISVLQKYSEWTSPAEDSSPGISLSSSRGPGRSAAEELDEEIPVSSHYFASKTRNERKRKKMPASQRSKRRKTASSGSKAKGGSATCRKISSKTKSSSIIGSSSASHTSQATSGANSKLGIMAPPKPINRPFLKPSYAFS
POLB inh = qHTS Assay for Inhibitors of DNA Polymerase Beta; Potency, µM (highest dose often 114 µM), for inactives: top-dose activity change, negative = inhibition, most hits filed as inhibitors; 1.3% of 340,000 active; Pol beta primer extension/strand displacement, fluorescence kinetic; P06746; note: % is set by controls: 0 for no effect and ±100 for the full control effect
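Curves were derived by four-parameter Hill fits of normalized qHTS data. The kinetic fluorescent primer-extension read was taken at 0 and 10 min after 50 nM substrate, following a 15 min room-temperature preincubation of 10 nM enzyme with compounds.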
JMJD2A Tudor inh = qHTS Assay for Inhibitors of JMJD2A-Tudor Domain; Lysine-specific demethylase 4A (Homo sapiens), O75164; AlphaScreen JMJD2A-Tudor / H3K4me3 peptide binding; Potency, µM (highest dose often 114 µM), for inactives: at the top dose activity change, negative = inhibition, usual class: inhibitors; 4.4% of 390,000 active; AID 504339, 2011; note: % is set by controls: 0 for no effect and ±100 for the full control effect; nearly all actives have a fitted effect of over 50% in size
POLI inh = qHTS for Inhibitors of Polymerase Iota; DNA polymerase iota (Homo sapiens), Q9UNA4; Pol iota fluorescent replication assay, 10 min; Potency, µM (top dose mostly 115 µM), without a hit: at the top dose activity, negative = inhibition, most hits filed as inhibitors; 1% of 390,000 active; AID 588590, 2011
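Pol iota at 10 nM preincubated 15 min with compounds at room temperature; reaction started with fluorescent substrate, 50 nM final. Fluorescence read kinetically at 0 and 10 min; buffer-only wells as negative control.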
BAZ2B block = qHTS Assay for Inhibitors of BAZ2B | AlphaScreen BAZ2B-H3K14Ac peptide displacement | Potency, µM (series often up to 114 µM), for the others: top-dose activity change, negative = inhibition, hits mostly inhibitors | Bromodomain adjacent to zinc finger domain protein 2B (Homo sapiens), Q9UIF8 | 4.4% of 360,000 active; note: % is set by controls: 0 for no effect and ±100 for the full control effect; nearly all actives have a fitted effect of over 60% in size
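AlphaScreen luminescence quantifies BAZ2B engagement of H3K14Ac peptide; the protein and biotinylated peptide are both at 50 nM final, buffer PBS pH 7.4 with 0.01% Tween-20, all steps at room temperature.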
* hit, by the source's call; ? = inconclusive; nt = no result given; & = joins results of further samples; [ ] = another dose, or the depositor's remark. Calls come from the whole dose curve; as a rule, active = well fitted curve in the direction sought with a large enough effect; inconclusive = small, poorly fitted or top-dose-only effect, or another doubt; inactive = no such curve, though single readings can be large; an effect the other way counts as inactive or inconclusive. Potency is the fitted concentration of half-maximal effect.

Sequence of screens: APE1 inh | G9a block | POLK inh | Pol eta inh | BLM helicase inh | POLB inh | JMJD2A Tudor inh | POLI inh | BAZ2B block
Cc1ccc(N2CC(C(=O)OCC(=O)c3ccc[nH]3)CC2=O)cc1 (stereo not given)
    -5% | -9% | -12% | ? | nt | nt | -18% | -10% | 1%
CCOC(=O)CSc1nc(C)cc(=O)[nH]1
    26% | -5%[59 µM] | -16% | -3% | -4% | -1% | -8% | 3% | 9%
O=C(O)CCN(CC(=O)c1ccc(Cl)cc1)S(=O)(=O)c1ccc([N+](=O)[O-])cc1
    32% | -6%[2.33 µM] | 15% | -1% | nt | nt | -18% | -17% | ?
COc1ccc(OCCN2CCN(C(=O)c3ccc(OC)c(OC)c3)CC2)cc1
    -5% | 14% | -1% | 4% | 0% | 37% | -4% | -4% | -3%
N#C/C(=C/c1ccccc1[N+](=O)[O-])c1nc(C2CC2)cs1
    2% | ? | -12% | -20% | -11% | 10% | 89µM* | 1% | 10µM*
CCCCN(CC)CCNC(=O)c1cc2c(-c3ccc(Cl)cc3)nn(C)c2s1
    -26% | -22% | -13%&-14% | -8% | 156%[activator] | 3.2µM* | ? | ? | -20%
Cc1noc(C)c1NC(=O)N(C)C[C@H]1Oc2ccc(NC(=O)Nc3ccc(C(F)(F)F)cc3)cc2C(=O)N([C@H](C)CO)C[C@@H]1C
    18% | nt | 3% | -19% | nt | nt | -6% | 14% | nt
CCOC(=O)C1CCN(C(=O)COc2ccc(Br)cc2)CC1
    -4% | -5%[12.7 µM] | -14% | -24% | -1% | 2% | -2% | 26% | 10%
CC(Oc1cc(-c2ccccc2)cc2ccccc12)C(=O)N1CCOCC1 (stereo not given)
    -6% | -29% | -10% | -12% | -11% | -17% | -2% | 9% | -5%
O=C(CCSc1nc(-c2ccco2)cc(C(F)(F)F)n1)Nc1cccc(O)c1
    nt | 15%[59 µM] | -28% | -15% | -6% | 7% | -26% | 4% | 8%
CCOc1ccc(C(=S)N2CCOCC2)cc1OCC
    2% | 32µM* | -4% | -8% | 1% | 4% | -11% | 36%[activator] | 8%
O=c1c2c(n3cnnc3n1-c1ccccc1)-c1ccccc1CC21CCCCC1
    -1% | 27% | -3% | -15% | -2% | 27% | -8% | 6% | -9%
Cc1ccc(N2CCN(C(=O)c3ccccc3)CC2)c(C)c1
    0% | 5%[59 µM] | 5% | -12% | -6% | ? | ? | -12% | -3%
Cc1ccc(-c2noc(CCCC(=O)N3CCOCC3)n2)cc1
    -1% | -13% | 0% | -11% | -3% | 11% | -17% | 27% | -3%
CCOc1ccc(-c2nnc(SCC(=O)Nc3cc(C)on3)o2)cc1
    0% | -2% | -5% | -14% | -2% | 23% | ? | 55%[activator] | nt
CC(C)OC(=O)Nc1ccc2c(c1)N(C(=O)CCN1CCOCC1)c1ccccc1CC2
    -4% | 6%[12.7 µM] | -9% | -22% | 0% | ? | -11% | 190%[activator] | ?
COc1ccccc1NC(=O)c1cc2c(CO)cnc(C)c2oc1=Nc1ccccc1
    -21% | -9% | -6% | -18% | -5% | 6% | -9% | 70%[activator] | 1%
COc1ccc(NC(=O)C2CCN(c3cc(-c4ccccc4)nc4ncnn34)CC2)cc1OC
    15% | -39%[59 µM] | -4% | -12% | 1% | 25% | -18% | 13% | -4%
CC(C)(C)c1ccc(Oc2ccc(NC(=O)c3cccs3)cn2)cc1
    -4% | 12% | -14% | ? | -18% | 6% | -15% | 1%[58.9 µM] | -5%
Cc1ccc2nc(SCc3cn4c(C)cc(C)nc4n3)[nH]c2c1
    9% | ? | nt | nt | 0% | 0% | nt | nt | -23%
CC1Oc2ccccc2N(Cc2ccc(F)cc2)C1=O (stereo not given)
    27% | 49% | -9% | -10% | -5% | 10% | 26% | -19% | 21%
O=c1c(-c2ccc3c(c2)OCCO3)coc2cc(O)cc(O)c12
    4% | -1%[59 µM] | -1% | -19% | ? | -4% | -17% | 14% | -30%
Cc1ccc(S(=O)(=O)N2CCC(=O)N(C(CO)C(C)C)CC2)cc1 (stereo not given)
    ? | -33% | 0% | -2% | -2% | 2% | -7% | -11% | -38%
CCN(CC)c1ccc(CN(C(=O)c2cc(=O)c3ccccc3o2)C2CCS(=O)(=O)C2)cc1 (stereo not given)
    nt | ? | 7% | -16% | 0% | 23% | ? | 15% | ?
CCOC(=O)C1CCCN(c2nc3c(S(=O)(=O)c4ccc(CC)cc4)nnn3c3ccsc23)C1 (stereo not given)
    nt | -24%[59 µM] | -1% | -19% | -1% | 38% | -13% | -9% | -15%
COc1ccc(C(=O)NCc2nnc(SCC(=O)c3ccccc3)n2C)cc1
    1% | -4%[59 µM] | 2% | -13% | -11% | 1% | -4% | 143%[activator] | -1%
O=C(CSc1ccc(-c2ccco2)nn1)NCc1ccc2c(c1)OCO2
    ? | 32µM* | -17% | -3% | ? | 16µM* | -29% | ? | ?
COc1ccc(NC(=O)COC(=O)[C@@H]2CCCN2S(=O)(=O)c2ccccc2F)c(OC)c1
    -7% | 9% | -4% | -15% | -1% | 4% | -18% | 36%[activator] | nt
COc1cc(C(=O)N/N=C\c2ccccc2)c([N+](=O)[O-])c(OC)c1OC
    4% | 9%[59 µM] | -21% | 7% | -4% | -17% | -16% | 15% | -2%
COc1ccc(NC(=O)/C(C#N)=C\c2cc(C)n(-c3ccc4c(c3)OCO4)c2C)cc1
    -3% | ? | -13% | -15% | -10% | 31% | -35% | 50%[activator] | -26%
O=C(CSCc1ccccc1)N1CCN(c2cccc(C(F)(F)F)c2)CC1
    -5% | 43%[59 µM] | -1% | -20% | -12% | 2% | 54%[activator] | 9% | 26%
O=C(NCc1ccco1)C1CCCN(S(=O)(=O)c2ccccc2)C1 (stereo not given)
    -5% | -7% | -2% | -16% | -2% | -13% | -18% | -3%[58.9 µM] | -14%
CCN(CC)C(=O)c1c(NC(=O)c2ccccc2)sc(C)c1C
    1% | -24% | -13% | -5% | -2% | 0% | -1% | -4% | 4%
CCC(=O)Nc1nc2nc(C)cc(=O)n2[nH]1
    1% | -20%[59 µM] | -12% | -2% | 2% | -2% | 32µM* | -5% | 56µM*
COc1cccc(C2=NOC(C(=O)N3CCN(Cc4ccccc4)CC3)C2)c1OC (stereo not given)
    -4% | -4% | -15% | -10% | -2% | 11% | -12% | 5% | -26%
O=S(=O)(Nc1nc2ccccc2nc1-[n+]1cccc(N=C([O-])c2ccccc2Cl)c1)c1ccccc1
    0% | ? | nt | nt | -9% | -21% | nt | nt | -33%
CCc1nonc1NC(=O)COc1cc(C)c(Cl)c(C)c1
    38% | 22% | 1% | -3% | -2% | -2% | 12% | ? | 0%
COc1ccc(-c2csc(Nc3cccc(C)n3)n2)cc1
    22% | -14% | -18% | -4% | -9% | 1% | -32% | 142%[activator] | -8%
Cc1ccnc2nc(C(=O)OCC(=O)NC3CCC(C)CC3)nn12 (stereo not given)
    17% | 1%[59 µM] | -14% | -12% | nt | nt | -11% | 16% | 9%
Cc1ccc(NC(=S)N2CCN(S(C)(=O)=O)CC2)cc1C
    25% | ? | 1% | -15% | 1% | 30% | -5% | 1% | -10%
CCCCCNC(=O)c1ccc2c(c1)ncn2-c1ccc(OC)cc1
    33% | 8% | -27% | -12% | -7% | 0% | -15% | 6% | -11%
CCCCC12CN3CC(C)(CN(C1)C3c1ccc([N+](=O)[O-])o1)C2=O (stereo not given)
    -2% | -21% | -19% | -10% | 1% | -15% | -14% | -7% | -16%
CCCCCN(C(=O)CCC(=O)OCCOc1ccccc1Cl)c1c(N)n(CCCC)c(=O)[nH]c1=O
    16% | 6%[0.501 µM] | -9% | -8% | nt | nt | -15% | 20% | 10%
COc1ccc2oc(-c3ccc(C)c(NC(=O)c4sc5ccccc5c4Cl)c3)nc2c1
    nt | -23%[59 µM] | -9% | 2% | -17% | -16% | -20% | -22% | -16%
COc1ccc(O)c(CN2CCC(n3nccc3NC(=O)C3CCCC3)CC2)c1
    -8% | -24% | -6% | -3% | -3% | -4% | ? | 18% | -37%
CC(C)CCN(C(=O)Nc1ccc(Cl)cc1)C1CCN(C(C)C)CC1
    1% | 25% | -4% | 2% | 1% | -5% | -9% | 38%[activator] | 13%
COc1ccc(OCCCCn2c(-c3ccc(Cl)cc3)nc3ccccc3c2=O)cc1
    nt | 40%[59 µM] | -9% | -4% | -13% | -4% | 30%[activator] | -12% | 1%
O=C(O)C(Cc1ccc(Cl)cc1)Sc1nc2ccccc2[nH]1 (stereo not given)
    9% | 50µM* | -7% | -1% | -4% | 87% | -2% | 0% | -1%
Cc1ccc(C2=NC(=O)/C(=C/c3cc(O)c(O)c(Br)c3)S2)cc1
    2µM* | 2.2µM* | 1.8µM* | 0.79µM* | 3.5µM* | 1.6µM* | 5µM* | 1.3µM* | 3.5µM*
Cc1ccc(S(=O)(=O)NCc2c(-c3ccccc3)c3cc(Cl)ccc3[nH]c2=O)cc1
    4% | 0%[59 µM] | -13% | -1% | -1% | 4% | -8% | 11% | 5%

Three entries already listed, ordered by their value in G9a block, rising.
| Compound | G9a block |
| --- | --- |
| CCN(CC)C(=O)c1c(NC(=O)c2ccccc2)sc(C)c1C | -24% |
| CCCCCNC(=O)c1ccc2c(c1)ncn2-c1ccc(OC)cc1 | 8% |
| CCc1nonc1NC(=O)COc1cc(C)c(Cl)c(C)c1 | 22% |

A portion of the library (hit frequency here may not be typical).
